Artemis inh: Artemis endonuclease inhibitors, primary screen, biochemical, fluorescence intensity, FAM/BHQ-1 hairpin substrate; Protein artemis (Homo sapiens), Q96SD1; recombinant Artemis, quenched FAM hairpin cleavage fluorescence; inhibition, % at 10 µM; 0.78% of 30,000 active;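 active = at 10 µM dose, at least 30% inhibition, measured as corrected fluorescence normalized to stimulator and neutral control wells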
Target sequence (Q96SD1 whole entry, looked up): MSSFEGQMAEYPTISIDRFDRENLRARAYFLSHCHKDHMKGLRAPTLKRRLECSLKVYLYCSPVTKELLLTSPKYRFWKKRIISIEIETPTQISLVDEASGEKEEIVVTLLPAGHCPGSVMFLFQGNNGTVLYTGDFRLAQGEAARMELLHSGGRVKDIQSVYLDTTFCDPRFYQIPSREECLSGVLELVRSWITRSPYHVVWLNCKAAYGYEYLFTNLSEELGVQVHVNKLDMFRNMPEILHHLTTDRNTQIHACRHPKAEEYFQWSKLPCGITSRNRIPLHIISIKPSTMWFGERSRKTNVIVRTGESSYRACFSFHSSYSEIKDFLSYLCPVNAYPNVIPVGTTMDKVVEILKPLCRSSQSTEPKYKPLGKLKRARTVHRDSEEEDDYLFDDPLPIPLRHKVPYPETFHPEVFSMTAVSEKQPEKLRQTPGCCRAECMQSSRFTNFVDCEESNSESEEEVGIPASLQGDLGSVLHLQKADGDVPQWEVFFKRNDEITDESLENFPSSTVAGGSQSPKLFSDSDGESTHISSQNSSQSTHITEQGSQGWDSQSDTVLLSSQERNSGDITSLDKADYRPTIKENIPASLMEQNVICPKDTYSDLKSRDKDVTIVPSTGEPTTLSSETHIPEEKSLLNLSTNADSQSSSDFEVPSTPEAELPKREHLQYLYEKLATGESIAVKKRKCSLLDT
Numbers without * were called inactive.

SMILES | Artemis inh
CCSc1nnc(-c2cnn(-c3ccccc3)c2-n2cccc2)n1C | -2.3
Cn1c(=O)[nH]c(=O)c2c1ncn2CCN1CCOCC1 | -8.7
CC(=O)c1cccc(NC(=O)CC2SC(N3CCCCC3)=NC2=O)c1 (stereo not given) | -2.5
O=C(CSc1nc2ncccc2[nH]1)Nc1ccc2c(c1)OCCO2 | -3.0
CSc1nnc(-c2cccc(C)c2)n1N | -3.5
CCOC(=O)Nc1c(O)ccc2oc(C)c(-c3ccccc3)c12 | -3.5
CN(CP(=O)(O)CCc1ccccc1)S(C)(=O)=O | -8.9
O=C1NC(Nc2nccs2)(C(F)(F)F)C(=O)N1CCc1ccccc1 (stereo not given) | -0.3
Cc1cccc2cc(CN(CCCO)C(=O)Nc3ccccc3Cl)c(=O)[nH]c12 | 3.6
CN(C)C(=O)c1snnc1-c1ccccc1 | -14.3
COc1ccc(-n2c(C)nc3cc(C(=O)N4CCOCC4)ccc32)cc1 | 5.2
CCN(CC(=O)NC)S(=O)(=O)c1ccc(Br)cc1 | -6.0
CSc1nnc(C)c(/C=C/Nc2ccc(C)cc2)n1 | 7.6
O=C(Cn1ncc2c(=O)oc3ccccc3c21)N1CCN(C(=O)c2ccco2)CC1 | -2.7
CCCC(C)n1[nH]c(=O)c2c(C)cc(C)nc21 (stereo not given) | 0.5
COC(=O)c1ccccc1NC(=O)c1cc(OC)cc(OC)c1 | 4.2
COCCn1nnnc1C(c1cccc(C(F)(F)F)c1)N1CCN(Cc2ccccc2)CC1 (stereo not given) | -1.9
O=C(CCCOc1ccc(Cl)cc1Cl)NCCCO | -2.4
CCOC(=O)C1CCCN(C(=O)Cn2cccc2C(=O)c2ccccc2)C1 (stereo not given) | 0.8
Nc1cc(N)cc(-c2nc3ccccc3[nH]2)c1 | 12.9

In a second layout: entries from further up
CSc1nnc(-c2cccc(C)c2)n1N
  Artemis inh: -3.5

CCOC(=O)Nc1c(O)ccc2oc(C)c(-c3ccccc3)c12
  Artemis inh: -3.5

CN(CP(=O)(O)CCc1ccccc1)S(C)(=O)=O
  Artemis inh: -8.9

O=C1NC(Nc2nccs2)(C(F)(F)F)C(=O)N1CCc1ccccc1 (stereo not given)
  Artemis inh: -0.3

Later entries.
SMILES | Artemis inh
O=C(Nc1ncc(C(F)(F)F)cc1Cl)C1COc2ccccc2O1 (stereo not given) | 13.2
O=C(c1ccccc1)c1ccc(C(=O)N2CCN(c3ccc(F)cc3)CC2)o1 | 8.1
Cc1cc(O)ccc1C1(c2ccc(O)cc2C)OC(=O)c2ccccc21 | 4.0
CCn1c(SCC(=O)c2ccc(F)cc2)nnc1-c1ccoc1C | 5.8
Cc1ccc(S(=O)(=O)N2CCN(Cc3ccccc3C(F)(F)F)CC2)cc1 | -1.8
O=C(NC1CCCC1)C(c1ccsc1)N(Cc1ccco1)C(=O)Cc1cccs1 (stereo not given) | 3.6
Cc1cc(NC(=O)CSc2nccn2-c2ccc(F)cc2)no1 | 4.2
COc1ccc(/C=C2/CCOC2=O)cc1 | -6.5
O=C(O)Cn1c2c(c3ccccc31)CCCC2 | 12.2
Cc1ccc(N2CC(C(=O)NCc3cccs3)CC2=O)cc1C (stereo not given) | 2.0
C=C(Cl)COc1ccc2c(CCC)cc(=O)oc2c1 | 3.1
CCn1c(SCc2nc(-c3cccs3)no2)nnc1-c1c[nH]c2ccccc12 | 7.4
Brc1cccc(-c2nnc(SCc3nc4ccccc4[nH]3)o2)c1 | 10.5
CCOC(=O)C1C(=O)C=C(c2ccc(OC)cc2)CC1c1ccco1 (stereo not given) | 10.5
COc1ccc(COC(=O)c2nc3nc(C)cc(C)n3n2)cc1F | 2.7
[O-]/[N+](=C/c1ccc(F)cc1)c1ccc(Cl)cc1 | 2.2
CC1Cc2cc(/C(O)=C3\C(=O)C(=O)N(CCN4CCOCC4)C3c3ccccc3F)ccc2O1 (stereo not given) | 0.8
Cc1cc(C)c2cc(CN(Cc3ccc4c(c3)OCO4)Cc3nnnn3Cc3ccco3)c(=O)[nH]c2c1 | 40.2*
CCCCC(c1nnnn1CC1CCCO1)N1CCN(c2cccc(C)c2C)CC1 (stereo not given) | 6.6
CCCn1c2ccccc2c2nc3ccccc3nc21 | 5.4
Cc1cc(NC(=O)C2CCC2)n(-c2ccccn2)n1 | -8.5
O=C(CN(c1ccc2c(c1)OCCO2)S(=O)(=O)c1ccccc1)NCc1ccco1 | -6.8
Cc1sc2nc(SCC(=O)N(C)C)[nH]c(=O)c2c1C | 3.4
CCOc1nnc(C)c2c(C)n(-c3cccc(OC)c3)nc12 | -2.9
CCOC(=O)C(C)n1nc(/C=C/c2ccccc2)ccc1=O (stereo not given) | 12.8
COc1nc(OCCNC(=O)Nc2ccccc2)nc(N(C)C)n1 | 1.8
Cc1nc2ccc(S(=O)(=O)NC(CC(C)C)C(=O)O)cc2s1 (stereo not given) | -2.1
O=C(Cn1nnc(-c2ccccc2)n1)NCc1ccco1 | -1.8
C=Cc1cccc(NC(=O)COc2ccccc2)c1 | -0.6
COc1ccc(-c2cc3nc(C)cc(N4CC(C)CC(C)C4)n3n2)cc1 (stereo not given) | 3.2
Fc1ccc2[nH]c3c(N4CCSCC4)ncnc3c2c1 | 1.5
NNC(=O)COc1ncn(-c2ccccc2)n1 | 3.1
CC1CN(c2nc(-c3ccccc3)nnc2-c2ccccc2)CC(C)O1 (stereo not given) | 3.2
CC(C)(C)c1ccc(C2(C)NC(=O)N(CC(=O)Nc3ccc4c(c3)OCO4)C2=O)cc1 (stereo not given) | 1.9
COc1ccc2nc(NC(=O)CSC3=NCCS3)sc2c1 | 6.2
O=S(=O)(c1ccccc1)n1nc(-c2ccccc2)nc1NCc1ccco1 | 0.8
CC1(C)CC(=O)C2=C(C1)OC(N)=C(C#N)C2C#Cc1ccccc1 (stereo not given) | 2.9
O=C1NC(=O)C(CC(=O)N(c2ccccc2)C2(C(=O)NC3CCCC3)CCCCC2)N1 (stereo not given) | -13.4
O=C(C#Cc1ccccc1)c1ccc([N+](=O)[O-])cc1 | 13.6
CCCCn1c(=NC(=O)c2ccc3c(c2)OCO3)c(C#N)cc2c(=O)n3cccc(C)c3nc21 | 40.5*
COc1cc(C(=O)O/N=C2/C=CC(=O)C(C)=C2C)cc(OC)c1OC | -0.6
COc1ccc(CCNC(=O)c2nnn(CC(=O)Nc3ccccc3C)c2N)cc1OC | 0.4
CC(C)(C)C(=O)Oc1cc(N)n(S(=O)(=O)c2ccccc2)n1 | 1.3
CCOC(=O)c1c(NC(=O)c2ccoc2C)sc(C(=O)N(C)C)c1C | 4.2
CC(C)(C)NS(=O)(=O)CC12CCC(CC1=O)C2(C)C (stereo not given) | -3.0
CCOc1ccc(N(CC(N)=O)S(=O)(=O)c2ccc(F)cc2)cc1 | -8.3
O=S(=O)(NCCSc1nc2ccccc2o1)c1ccccc1 | -1.0
Cn1c(CNc2ccc(Cl)cc2)nnc1SCCN1CCCCC1 | -8.7
O=C(CN1CCCC1)N1c2ccccc2Sc2ccc(C(F)(F)F)cc21 | -4.6
COc1cc(OC)cc(C(=O)NCCN2CCOCC2)c1 | -3.1

The list goes on.
SMILES | Artemis inh
O=c1c2c(nc3cc(-c4ccc(F)cc4)[nH]n13)CCCC2 | 1.1
Cc1ccc2cc(CN(C(=O)c3ccncc3)C(C)C)c(=O)[nH]c2c1 | 5.9
CCC(=O)NNc1cc(=O)c2c(=O)n(C)c(=O)n(C)c2[nH]1 | 0.2
Cc1ccccc1CS(=O)(=O)CCC(=O)NCc1ccccn1 | -7.7
C/C(Cl)=C/CSc1nn2c(=O)c3ccccc3nc2s1 | 0.6
Cc1ccccc1NC(=O)NCC1CCCO1 (stereo not given) | -6.1
OCc1ccc(O)c2ncccc12 | -3.6
Cc1ccc(CNC(=O)CCc2ccc(S(=O)(=O)NC3CCCCC3)cc2)cc1 | 3.4
O=C(CCN1CCCCCC1)Nc1ccccc1F | -4.1
C=CCn1c(CNc2ccccc2)nnc1SCC(=O)N/N=C/c1ccccc1O | -0.4
COC(=O)CCc1c(C)[nH]c(=S)[nH]c1=O | -3.9
Cc1ccc(C(=O)CSc2nsc(C)c2C#N)cc1 | 2.5
Cc1ncc(S(=O)(=O)c2ccc(Cl)cc2)c(-c2ccccc2)n1 | -6.6
Cc1ccc(S(=O)(=O)Cn2nnnc2C(C(C)C)N2CCN(C(=O)c3ccco3)CC2)cc1 (stereo not given) | 6.8
O=c1ccnc(NCCc2ccccc2)[nH]1 | -0.7
CSCCC(/C(O)=C(\C#N)c1nc2ccccc2[nH]1)N1C(=O)c2ccccc2C1=O (stereo not given) | -3.4
Clc1ccc(-c2nnc3ccccn23)cc1 | -0.8
O=C(OCC(=O)N1CCOCC1)C(c1ccccc1)c1ccccc1 | -10.6
CCCn1nc(C(=O)NCC(C)(C)N2CCOCC2)c2ccccc2c1=O | -7.3
Cc1ccc(C)c(S(=O)(=O)N2C(=S)NC(=O)C2CC(C)C)c1 (stereo not given) | -3.2
CCOC(=O)C1=C(C)N[C@@]2(O)c3ccccc3C(=O)[C@@]12O | 6.2
Cc1ccc(OCC(O)Cn2c(N3CCOCC3)nc3c2c(=O)[nH]c(=O)n3C)cc1 (stereo not given) | 3.3
NC(=O)C1CCC(NC(=O)OCc2ccccc2)CC1 (stereo not given) | -3.2
C/C(=N\NC(=O)c1ccccc1C)c1ccc(N2CCOCC2)cc1 | 0.9
CCC(c1nnnn1C1CCCC1)N1CCN(C(=O)c2ccco2)CC1 (stereo not given) | 11.4
O=C(Nc1cccc(F)c1)C1CCN(C(=O)c2ccccc2Cl)CC1 | 6.6
CCOC(=O)CSc1nnc(Cc2ccccc2)n1-c1ccc(C)cc1 | 7.5
Cc1cccc(NC(=O)CCc2ccc(C)o2)c1 | -6.6
CC(C)[C@H](NC(=O)c1cccc(S(=O)(=O)N2CCCC2)c1)c1nc2ccccc2[nH]1 | -3.2
Clc1ccc(Cn2ncc3c(NCCN4CCOCC4)ncnc32)cc1 | -2.8
CSc1nc2nc(-c3ccccc3)cc(=O)n2[nH]1 | -2.0
CN1c2ccccc2C(C)(C)[C@]12C=Cc1cc(O)ccc1O2 | -2.0
CCOc1cccc(C2C(C(=O)c3ccc(C)o3)=C(O)C(=O)N2c2nccs2)c1 (stereo not given) | -1.6
O=C(Nc1ccc2c(c1)OCO2)c1cnn2c(C(F)(F)F)cc(-c3ccco3)nc12 | 14.7
C=CCNc1nc(NCC)nc(N2CCOCC2)n1 | -3.6
O=C(Nc1ccc2snnc2c1)Nc1cccc2ccccc12 | 1.0
Cn1c2c(c(=O)n(C)c1=O)CN(CCN1CCNCC1)CN2 | -6.1
O=C(OCCN(CCOC(=O)c1ccncc1)S(=O)(=O)c1cccs1)c1ccncc1 | -5.9
O=C(CCc1ccc(S(=O)(=O)N2CCOCC2)cc1)Nc1cc(Cl)ccc1N1CCOCC1 | -1.6
Clc1cccc(-c2nc(-c3ccccn3)no2)c1 | 2.8
CCOC(=O)/C=c1\s/c(=C\c2ccc3cc(OC)ccc3c2)c(=O)n1CC(=O)NCC1CCCO1 (stereo not given) | 9.8
Nc1nc(SCC(=O)Nc2ccc(Br)cc2F)n[nH]1 | -7.7
CCOC(=O)Cc1nnc(NC(=O)Nc2ccccc2)s1 | 6.4
O=C(NC1CCCC1)c1ccc(CN2CCOCC2)cc1 | -5.8
CC(C)CC(=O)NC(Nc1ccccc1F)C(Cl)(Cl)Cl (stereo not given) | -5.6
COc1ccc(/C=N\NC(=O)c2cc(OCC(F)(F)F)ccc2OCC(F)(F)F)cc1 | -4.2
COc1cccc(OC)c1C(=O)N1CCN(S(=O)(=O)c2ccccc2)CC1 | 4.0
COc1ccc(CN2CCN(C(=O)CC(C)C)CC2)c(OC)c1OC | -1.1
Cc1nnc(NC(=O)c2oc3c(ccc4ccccc43)c2C)s1 | 8.4
N#CC1=C(N)OC2=C(C(=O)CCC2)C12C(=O)N1CCCc3cccc2c31 (stereo not given) | -3.6

(continued)
SMILES | Artemis inh
CC(C)c1ccc(OCC(=O)NCc2ccco2)cc1 | -6.7
CCOC(=O)c1ccc(Oc2c(C)oc3c(CN4CCN(C)CC4)c(O)ccc3c2=O)cc1 | 1.7
O=Cc1ccc(-c2ccccc2OC(F)(F)F)o1 | 1.1
Cc1c(N=Cc2ccc(-c3ccc(Cl)cc3)o2)c(=O)n(-c2ccccc2)n1C | 2.5
CCCN1C(=O)C(NC(C)=O)c2cc(OC)ccc21 (stereo not given) | -4.2
CCCOc1ccc(Cl)cc1CN1CCOCC1 | -6.1
CC(=O)c1ccc(N=Cc2c(O)n(-c3cc(Cl)ccc3N3CCOCC3)c(=O)c3ccccc23)cc1 | 4.0
CC1CCCN(c2ccc(/C=C(\C#N)c3nn(-c4ccccc4)c(N)c3C#N)cc2[N+](=O)[O-])C1 (stereo not given) | 11.1
N#Cc1c(NCCN)nc(NCc2ccccc2)c2c1CCN(Cc1ccccc1)C2 | 58.0*
CN(CC(=O)Nc1ccc2c(c1)OCCO2)S(=O)(=O)c1ccc(Br)s1 | 0.0
O=C(C1=C(O)C(=O)N(Cc2ccco2)C1c1cccnc1)c1cc2ccccc2o1 (stereo not given) | 14.7
CC#CCCC(=O)N1C=Cc2ccccc2C1C#N (stereo not given) | 1.5
COc1ccc(CN2C(=O)CN=C2Nc2cccc(C)c2C)cc1 | -0.7

Five records picked at random from the list so far:
SMILES | Artemis inh
O=Cc1ccc(-c2ccccc2OC(F)(F)F)o1 | 1.1
CCOC(=O)c1ccc(Oc2c(C)oc3c(CN4CCN(C)CC4)c(O)ccc3c2=O)cc1 | 1.7
CC(C)c1ccc(OCC(=O)NCc2ccco2)cc1 | -6.7
N#Cc1c(NCCN)nc(NCc2ccccc2)c2c1CCN(Cc1ccccc1)C2 | 58.0*
COc1ccc(CN2C(=O)CN=C2Nc2cccc(C)c2C)cc1 | -0.7

This is a subset; rates above refer to the full screens.
